NOD1 NF-kB reporter – NOD1 signaling inhibitors, primary screen, cell-based, luminescence, uHTS (AID 1578); 290,000 compounds, 1% hits; NOD1-driven NF-kB luciferase reporter cells, luminescence; higher % means a stronger effect; inhibition, % at 4 µM, or EC50 in µM where a hit was titrated; in the data active = inhibition mostly above about 36%, no sharp cut-off; inactive = mostly below about 34%;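 also: HEK-293T reporter cells stimulated with the NOD1 agonist gamma-tri-DAP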
KOR beta-arrestin-1 – KOR antagonists, beta-arrestin recruitment, cell-based, luminescence, uHTS (AID 1778); KOR beta-arrestin recruitment, luminescence, antagonist mode; higher % means a stronger effect; one-dose inhibition, % at 10 µM; IC50 in µM for titrated hits; 290,000 compounds, 0.091% hits; also: strong numbers were not always called active
Salmonella PhoP GFP – PhoP-dependent GFP reporter repression – Salmonella Typhimurium, primary screen (AID 1863) | inhibition, % at 50 µM; hits with a dose series show IC50 in µM | 300,000 compounds, 0.16% hits | S. Typhimurium PhoP-regulated promoter GFP reporter, 4 h; higher % means a stronger effect;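 active = inhibition over 29.93%, a cutoff 3 SD above the screen mean, later confirmed by dose response; inconclusive = inhibition over 29.93% but no dose response follow-up; inactive = inhibition at most 29.93% or unconfirmed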;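 also: 0% = low Mg2+ inducing control and 100% = high Mg2+ repressing control; strong numbers were not always called active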
HIV peptide binding – inhibitors of HIV fusion peptide binding, primary screen, biochemical, uHTS, fluorescence dequenching (AID 1986); cell-free peptide binding, fluorescence dequenching, 30 min; higher % means a stronger effect; inhibition, % at 20 µM; hits with a dose series show IC50 in µM; 290,000 compounds, 0.3% hits; in the data active = inhibition mostly above about 52%, no sharp cut-off; inactive = mostly below about 76%; also: some results filed as inactive read as strong as hits
NOD2 inhibition – inhibition of NOD2-driven NF-kB reporter – cell-based, luminescence, uHTS, HEK293 (AID 1566); 290,000 compounds, 0.63% hits; HEK293 NOD2/NF-kB luciferase reporter, luminescence; higher % means a stronger effect; inhibition, % at 4 µM; hits with a dose series show EC50 in µM; also: many of its hits are not listed in these tables
KOR beta-arrestin-2 – kappa opioid receptor activators – cell-based, luminescence, uHTS, primary screen (AID 1777) | KOR beta-arrestin recruitment, luminescence; higher % means a stronger effect | activation, % at 10 µM, or EC50 in µM where a hit was titrated | 280,000 compounds, 0.02% hits; in the data active = activation above about 50%, passing the limit was not always enough; also: a part of the inactive calls stands beside numbers as strong as those of hits
LYP phosphatase – inhibitors of LYP phosphatase, biochemical, fluorescence intensity, uHTS (AID 1779). recombinant LYP phosphatase, fluorescence intensity; higher % means a stronger effect. inhibition, % at 11.5 µM, or IC50 in µM where a hit was titrated. 290,000 compounds, 0.054% hits;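 also: plate controls were vehicle with enzyme for no effect and no enzyme for full effect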
Siah-1 displacement – Siah-1 peptide-binding antagonists, primary screen, biochemical, fluorescence polarization, rhodamine-plectin, uHTS (AID 1817). Siah-1 / rhodamine-plectin peptide fluorescence polarization; higher % means a stronger effect. one-dose displacement, % at 20 µM; IC50 in µM for titrated hits. 290,000 compounds, 0.02% hits;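 active = displacement of at least 50% at 20 µM, with a fluorescence ratio check between 0.3 and a set limit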;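 also: plate controls were Siah plus tracer with DMSO for no effect and tracer alone without Siah for full effect; strong numbers were not always called active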
Myeloid diff MLP – myeloid differentiation induction; ER-HoxA9 myeloid progenitors, lysozyme-GFP differentiation, flow cytometry; calls only at 10 µM; 360,000 compounds, 1% hits; AID 624256;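 active = normalized GFP-positive differentiation at or above the plate's own cutoff, the solvent-only control mean plus 3 SD; inconclusive = no clear call, values can overlap the other calls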;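 also: cells exposed to compound for four days before flow analysis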
Myeloid diff MLP GFP+ MAC1+ % – further read-out of Myeloid diff MLP, marked with its call; GFP+ MAC1+ double positive, %; measured here: differentiation confirmed by MAC1 staining
The depositor's hits bear a star; i = inactive; ? = inconclusive; nt = not tested or not shown; + = active, no number; & = joins results of further samples; [ ] = remark or other dose. Rule as the data show it, unless noted: active = inhibition above about 50%; inactive = the rest.

SMILES | NOD1 NF-kB reporter | KOR beta-arrestin-1 | Salmonella PhoP GFP | HIV peptide binding | NOD2 inhibition | KOR beta-arrestin-2 | LYP phosphatase | Siah-1 displacement | Myeloid diff MLP | Myeloid diff MLP GFP+ MAC1+ %
COc1ccc(/C=N/NC(=O)c2cccnc2)cc1O | 20% | -27%[20 µM] | 2% | -2.5% | 4% | -7.5% | -9% | -6% | i | 0.0
COc1ccc(N(CC(=O)NCCSc2ccccn2)S(C)(=O)=O)cc1 | -6% | -21% | 0% | 0.4% | -7% | -4.7% | -7% | -1% | i | 0.8
CC1Cc2ccccc2N1S(=O)(=O)c1ccc2c(c1)n(C)c(=O)c(=O)n2C (stereo not drawn) | -21% | -16% | -2% | 3.7% | -2% | -3.9% | -2% | 8% | i | 1.3
Cc1noc(C(=O)NC2CCCCC2)c1Cl | -4% | 12% | 7% | -0.6% | 3% | -0.4% | -6% | 12% | i | 1.0
COc1cc(C2Nc3ccc4ccccc4c3C3=C2C(=O)CC(C)(C)C3)ccc1OC(C)C(=O)O (stereo not drawn) | 0% | -15% | -2% | 3.2% | -10% | 0.7% | -11% | 2% | i | 0.5
O=C(CN(C(=O)c1csnn1)c1ccc(Br)cc1)NC1CCCC1 | -5% | -21% | 6% | 0.8% | -7% | -1.9% | -10% | 4% | i | 3.1
COC(=O)c1cc(NCc2ccccc2F)ccc1N1CCOCC1 | -13% | -36% | 3% | 1.1% | 12% | -2.0% | 3% | -1% | i | 8.7
CCOC(=O)Cn1nc(C)cc1NC(=O)c1cccnc1 | -11% | 3% | -2% | 0.6% | 13% | -3.6% | -10% | 5% | i | 0.6
O=C(O)c1cccnc1Cl | 16% | 15% | -14% | 0.1% | -4% | 3.3% | -8% | -3% | i | 0.3
Cn1c(SCc2nnc3n2CCCCC3)nc2ccccc21 | -11% | 12% | 3% | -2.2% | -5% | 0.0% | 1% | -7% | i | 1.8
CCOc1ccc(OCc2ccc(C(=O)N3CCOCC3)cc2)cc1 | -12% | 2% | -2% | -0.5% | 19% | -2.5% | -6% | -6% | i | 0.7
CCOc1ccc(CC(=O)C2C(=O)CCCC2=O)cc1OCC | 1% | -20% | -8% | 1.9% | 14% | -2.9% | -6% | 0% | i | 0.7
CC(C(=O)Nc1cccc([N+](=O)[O-])c1)N1C(=O)NC2(CCCC2)C1=O (stereo not drawn) | 5% | -22% | -1% | 0.0% | -22% | -0.8% | -4% | -2% | i | 0.3
O=C(CSc1n[nH]c(-c2ccccc2O)n1)N1CCCc2ccccc21 | 6% | 2% | -1% | 4.6% | -31% | 2.8% | -4% | 3% | i | 0.4
CC1=C(C(=O)Nc2cccnc2)C(c2cccnc2)n2nc(-c3cccs3)nc2N1 (stereo not drawn) | 1% | 8% | -7% | 0.1% | 6% | -2.8% | -8% | 3% | i | 1.2
O=C(N/C(=C\c1ccc(Cl)cc1)C(=O)N1CCOCC1)c1ccc([N+](=O)[O-])cc1 | 20% | 29% | -8% | -2.4% | -18% | 4.9% | -1% | -4% | i | 0.7
CN1C(=O)C2(c3ccccc31)N(C)CC(c1ccccc1)C21SC(=S)N(Cc2ccco2)C1=O (stereo not drawn) | 16% | -25% | -6% | 0.7% | -32% | 2.9% | -1% | 0% | i | 4.8
N#C/C(=C\Nc1ccc(Cl)cn1)S(=O)(=O)c1ccccc1 | -1% | 16% | -4% | -1.2% | 20% | 2.2% | -3% | 2% | i | 0.3
CCOC(=O)c1cc(CC)sc1NC(=O)c1cccc(N2C(=O)CCC2=O)c1 | -32% | 15% | 3% | 0.1% | -4% | 3.9% | 10% | -1% | i | 1.7
COc1cccc(NC(=O)Nc2cnccn2)c1 | -45% | -20% | -11% | 0.2% | -33% | -0.5% | -7% | 15% | i | 0.3
O=C(COC(=O)c1ccncc1)Nc1ccccc1 | -30% | 5% | -5% | 2.6% | 4% | -6.1% | -4% | 2% | i | 0.5
O=C(c1ccccc1F)N1CCN(C2CCC(c3ccccc3)CC2)CC1 (stereo not drawn) | -46% | -50%[20 µM] | -3% | -0.4% | 13% | nt | -4% | 6% | i | 0.7
Clc1cccc(-c2nn3c(-c4ccncc4)nnc3s2)c1 | -14% | -21% | nt | -0.5% | -4% | -3.4% | -11% | -1% | nt | nt
CCn1c(SCC(=O)Nc2ccc3c(c2)OCO3)nc2c1c(=O)n(C)c(=O)n2C | -18% | 3% | 1% | -2.6% | 6% | -4.1% | -9% | -4% | i | 0.9
CCn1c(SCC(=O)NNC(=O)c2ccc(C)cc2)nnc1-c1ccco1 | -27% | -4%[20 µM] | nt | 1.3% | 12% | 0.6% | 0% | 3% | i | 0.3
CC1CCC(NC(=O)c2ccc(CNc3c(NC4CCCCC4)c(=O)c3=O)cc2)CC1 (stereo not drawn) | -5% | 30% | 3% | 1.9% | 3% | -3.1% | -4% | 7% | i | 1.2
CCN(CC)Cc1c(C(=O)OC(C)C)nnn1-c1nonc1N | -19% | 24% | -4% | -2.4% | 6% | -1.4% | -4% | 10% | i | 0.8
Nc1c(C(=O)NCc2ccccc2)nnn1Cc1cccc(Cl)c1 | -23% | 0% | 8% | -0.2% | -8% | -2.7% | 2% | 2% | ? | nt
NC(N)=N/N=C/c1c(Cl)cccc1Cl | -2%&-46% | -24%&-5% | 6%&-1% | 0.7%&0.6% | 1%&-7% | 6.6%&1.1% | -5%&3% | -2%&-6% | i | 3.4&1.4
O=C(CN1CCCC1)N1c2ccccc2Sc2ccccc21 | -18% | 38% | 8% | -1.0% | 5% | 5.8% | -5% | 0% | i | 0.9
Cc1ccc(CSCCNC(=O)CN(c2cccc([N+](=O)[O-])c2)S(C)(=O)=O)cc1 | -35% | -30%[20 µM] | -4% | -1.9% | 8% | -4.4% | -4% | 12% | i | 0.1
Cc1cc(C(F)(F)F)n2[nH]c(=O)c(N=Nc3ccccc3)c2n1 | -34% | 24% | 2% | 5.2% | 10% | -4.0% | 1% | 3% | nt | nt
CCOC(=O)N/N=C(\C)c1ccc(-n2cnnn2)cc1 | -19% | 9% | 0% | -0.5% | 10% | -0.7% | -5% | 4% | i | 0.2
CC1CN(C(=O)C2CCCN2S(=O)(=O)c2ccc(Cl)cc2)CC(C)O1 (stereo not drawn) | 3% | -9% | -14% | -0.4% | -14% | 4.8% | 2% | 1% | i | 3.7
Nc1cccc(S(=O)(=O)c2cccc(N)c2)c1 | 1% | -3% | 3% | 0.9% | 12% | -0.6% | -10% | -3% | i | 1.4
CCOC(=O)[C@@H]1[C@H]2COc3ccc(Br)cc3[C@@H]2N2C(=O)N(c3ccccc3)C(=O)[C@]12C | -27% | -12%[20 µM] | -9% | 1.1% | 4% | -3.7% | -2% | 6% | i | 1.3

Arranged by value in NOD2 inhibition (lowest first): some entries from above
Molecule | NOD2 inhibition
CCN(CC)Cc1c(C(=O)OC(C)C)nnn1-c1nonc1N | 6%
Cc1ccc(CSCCNC(=O)CN(c2cccc([N+](=O)[O-])c2)S(C)(=O)=O)cc1 | 8%
Nc1cccc(S(=O)(=O)c2cccc(N)c2)c1 | 12%

Next entries:
SMILES | NOD1 NF-kB reporter | KOR beta-arrestin-1 | Salmonella PhoP GFP | HIV peptide binding | NOD2 inhibition | KOR beta-arrestin-2 | LYP phosphatase | Siah-1 displacement | Myeloid diff MLP | Myeloid diff MLP GFP+ MAC1+ %
OC1(Cc2ccn[nH]2)CCCCC1 | 11% | 10% | -3% | -1.4% | 0% | 5.1% | -10% | 10% | nt | nt
C=CCn1c(N)c(C(=O)OCC)sc1=S | 7% | 11% | 9% | 0.7% | 13% | 2.2% | -4% | 3% | i | 2.0
Cc1nc2c(Br)c(C)nn2c2c1CCC2 | -25% | 11% | 5% | -0.1% | 18% | -2.1% | -9% | -4% | i | 0.4
CNc1cccc2c1C(=O)c1ccccc1C2=O | -33% | 14% | -16% | 11% | -8% | -2.5% | -8% | -4% | i | 0.5
Cc1cc2oc(=O)cc(Cn3nnc(-c4ccc(Cl)cc4)n3)c2cc1C(C)C | -14% | 24% | -2% | 0.6% | -9% | 1.0% | 4% | -2% | nt | nt
CN(C)S(=O)(=O)c1ccc(N=Cc2c(C(F)(F)F)[nH]n(C)c2=O)cc1 | -26% | -6% | -3% | -1.3% | 7% | -4.2% | -5% | -4% | + | 0.6*
CCN(CC)S(=O)(=O)c1ccc(C(=O)N2CCN(c3ncccn3)CC2)cc1 | -42% | 7% | 1% | -0.7% | 12% | 3.8% | -3% | 8% | i | 0.4
CC(=C/c1ccccc1)/C=N/NC(=O)c1ccccn1 | -7% | -14% | -2% | 1.7% | -131% | -4.1% | -2% | 3% | i | 0.2
N=c1c(S(=O)(=O)c2ccccc2)cc2c(=O)n3ccccc3nc2n1Cc1ccco1 | -8% | 12% | 4% | 0.6% | 4% | -3.9% | -3% | 7% | i | 0.8
COc1cc2[nH]c(=S)nc(NCc3ccc(C)cc3)c2cc1OC | -9% | -16% | -6% | -0.4% | -5% | -1.2% | 2% | -1% | i | 0.9
O=c1c2c(-c3ccccc3)ccnc2[nH]n1-c1ccccc1 | -4% | -52%[20 µM] | 1% | -0.5% | -12% | -2.0% | -3% | -5% | i | 0.5
O=C(CCS(=O)(=O)c1cccs1)N1CCCC1 | -42% | 13% | 7% | 2.2% | -2% | 4.2% | -4% | 4% | i | 1.0
O=C(Nc1cccnc1)c1cc(-c2ccc(Br)cc2)on1 | -38% | -5% | -1% | -0.4% | -58% | 1.8% | 1% | 1% | i | 1.5
Cc1ccc(NC(=O)CC2S/C(=N/N=C/C=C/c3ccccc3)NC2=O)cc1Cl (stereo not drawn) | -40% | -18% | -9% | 0.4% | -67% | 3.4% | -2% | -4% | i | 0.2
O=C(CSc1nnc(NCc2ccccc2)s1)c1ccco1 | -8% | 6% | -3% | -3.0% | -17% | -4.5% | -6% | 2% | i | 1.4
CCC12CN3CC(CC)(CN(C1)C31C(=O)N(C)c3ccc(C)cc31)C2=O (stereo not drawn) | -9% | 23% | 3% | -1.2% | 5% | -4.0% | -2% | 2% | i | 1.0
O=C(NCC1CCCO1)C1CC(=O)N(c2cccc(Cl)c2)C1 (stereo not drawn) | -37% | -27% | -2% | 0.1% | 3% | 5.7% | -3% | 0% | i | 0.8
CCOC(=O)/C(C)=C1\NC(C)(C)Cc2ccccc21 | 0% | -11% | -6% | -1.1% | -3% | -0.8% | -7% | 16% | i | 0.3
Cc1ccc(C(=O)N/C(=C/c2ccc(N(C)C)cc2)C(=O)NCC2CCCO2)cc1 (stereo not drawn) | -12% | -18% | -7% | 1.1% | -7% | 2.9% | 2% | -3% | i | 3.8
CCN(CC)S(=O)(=O)c1ccc(C(=O)Nc2ccc(C(F)(F)F)n(C)c2=O)cc1 | 26% | -4% | -6% | -0.8% | 18% | -0.1% | -3% | -4% | i | 0.8
Cc1ccc(NC(=O)CCC(=O)NNC(=O)c2cccs2)cc1C | -9% | -19% | 2% | 0.2% | 6% | -0.9% | -5% | 4% | i | 6.9

An excerpt; rates above refer to the full screens.
